Bioassay records from PubChem.
OXTR ag = human OXTR agonism. activation, % at 3 µM. AID 2435. CHO-OTR cells, Fluo-8 calcium fluorescence; normalized: DMSO 0%, oxytocin 100%. actives 0.32% (n = 320,000). P30559;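 active = activation above the mean of all tested compounds plus 3 SD, cutoff set per screening run, cut at about 20% in these data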;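 note: peak over basal fluorescence ratio from a 100 s FLIPR kinetic read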
Target sequence (P30559 whole entry, looked up): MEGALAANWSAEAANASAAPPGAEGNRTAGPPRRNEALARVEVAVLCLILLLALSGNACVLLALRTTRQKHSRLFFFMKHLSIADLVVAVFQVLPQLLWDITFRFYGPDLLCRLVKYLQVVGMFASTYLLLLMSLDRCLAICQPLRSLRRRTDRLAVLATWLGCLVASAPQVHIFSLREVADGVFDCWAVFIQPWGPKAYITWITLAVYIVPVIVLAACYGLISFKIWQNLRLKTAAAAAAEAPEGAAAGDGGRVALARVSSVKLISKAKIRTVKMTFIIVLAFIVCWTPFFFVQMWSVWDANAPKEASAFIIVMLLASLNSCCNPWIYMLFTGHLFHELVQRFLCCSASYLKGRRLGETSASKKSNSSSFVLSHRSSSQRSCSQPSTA
TAAR1 antagonist = human TAAR1 antagonism | CHO RD-HGA16 TAAR1, Fluo-8 calcium fluorescence, antagonist | inhibition, % at 3 µM | actives 1.5% (n = 360,000) | AID 624466;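 active = inhibition above a per-plate cutoff, the mean inhibition of test compounds on that plate plus 3 SD, cut at about 49% in these data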;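 note: 0% = DMSO plus EC80 beta-PEA response and 100% = DMSO alone without agonist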
Target sequence (Q96RJ0 whole entry, looked up): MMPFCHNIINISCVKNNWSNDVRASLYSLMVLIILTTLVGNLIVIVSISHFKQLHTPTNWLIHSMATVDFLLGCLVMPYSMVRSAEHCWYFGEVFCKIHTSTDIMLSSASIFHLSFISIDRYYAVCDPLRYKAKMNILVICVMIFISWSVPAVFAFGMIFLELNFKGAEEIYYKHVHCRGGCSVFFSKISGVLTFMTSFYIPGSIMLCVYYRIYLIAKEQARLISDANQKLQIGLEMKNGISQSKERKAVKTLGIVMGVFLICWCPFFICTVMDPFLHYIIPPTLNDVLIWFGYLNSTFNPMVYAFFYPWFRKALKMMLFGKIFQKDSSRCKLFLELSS
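Assay system: RD-HGA16 CHO cells with stable hTAAR1 and Gα16 / Reagent: EC80 β-phenethylamine stimulus / Doses: 3 µM, single point / Timing: dye loading 75 min at 37 °C, then 30 min room temperature / Measured by: Fluo-8 intracellular calcium dye fluorescence, real-time kinetic reads / Controls: vehicle wells and EC80 agonist wells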
CHO parental Ca = counter-screen: ATP calcium response change in parental CHO cells | parental CHO-K1, ATP-induced calcium, Fluo-8 fluorescence | inhibition, % at 5.6 µM | actives 0.63% (n = 330,000);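 active = inhibition above that plate's mean sample inhibition plus 3 SD, cut at about 26% in these data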;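 note: 0% = ATP-challenged DMSO wells and 100% = DMSO wells without ATP; some compounds past the cut are filed as inactive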
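Test system: parental CHO cells; detection: calcium-sensitive Fluo-8 fluorescence; evaluation: percent inhibition of calcium signal; also added: ATP as calcium-mobilizing challenge; repeats: one well per compound; control set: ATP-challenged DMSO wells low, unchallenged DMSO wells high; compound: single nominal dose of 5.6 µM per compound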
CHRM1 antagonist = antagonists of human M1 muscarinic receptor; P11229; CHO-K1 hM1, Fluo-8 calcium fluorescence, ACh EC80 antagonist; inhibition, % at 3 µM; actives 1.3% (n = 360,000); AID 588852;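 active = percent inhibition above its own plate's cutoff, namely the mean of that plate's compound wells plus 3 SD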;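 note: peak over basal fluorescence ratio during 140 s after agonist addition; 0% = ACh EC80 plus DMSO and 100% = DMSO alone without agonist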
CHRM1 agonist = human M1 muscarinic receptor agonism | activation, % at 3 µM | actives 0.33% (n = 360,000) | CHO-K1 hM1, Fluo-8 calcium fluorescence, agonist mode; 0% DMSO, 100% acetylcholine EC100 | AID 588814;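 active = activation above the run's mean compound activation plus 3 SD, cut at about 16% in these data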;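 note: peak over basal fluorescence ratio within a 140 s kinetic read after compound addition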
CHRM1 PAM = human CHRM1 positive allosteric modulation; activation, % at 3 µM; actives 0.088% (n = 360,000); CHO-K1 hM1, Fluo-8 calcium fluorescence, ACh EC20; 0% = ACh EC20, 100% = maximal ACh; P11229; in the data active = activation above about 19%, passing the limit was not always enough
TAAR1 ag = human TAAR1 agonism; Q96RJ0; actives 0.99% (n = 360,000); CHO RD-HGA16 TAAR1, Fluo-8 calcium fluorescence; vehicle wells 0%, saturating PEA agonist 100%; activation, % at 3 µM;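 active = activation above the mean activation of all test compounds in the run plus 3 SD, cut at about 38% in these data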
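Test system: RD-HGA16 (CHO) cells co-expressing Gα16 and hTAAR1; dosing: one-point dosing at 3 µM (nominal); timing: 17-24 h seeding, 75 min 37 °C dye, 30 min RT; signal: kinetic Fluo-8 calcium fluorescence; read-out basis: % activation relative to PEA EC100 response; controls: DMSO and PEA EC100; replicates: n 1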
V1R ag counter = counter-screen for oxytocin receptor agonists: human V1a receptor agonists; CHO-V1R cells, Fluo-8 calcium fluorescence, agonist mode; 0% DMSO, 100% 3 nM vasopressin; activation, % at 3 µM; actives 0.25% (n = 320,000); AID 2797;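 active = activation above the mean activation of all tested compounds plus 3 SD, per screening run, cut at about 20% in these data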;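 note: signal is peak over basal fluorescence ratio across a 100 second FLIPR read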
OXTR potentiator = potentiators of human oxytocin receptor | activation, % at 3 µM | actives 0.061% (n = 320,000) | CHO-OTR cells, Fluo-8 calcium fluorescence, potentiator mode; 0% = oxytocin EC15, 100% = EC100;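 active = activation above that plate's cutoff, the mean activation of tested compounds plus 3 SD, cut at about 6.6% in these data, passing the limit was not always enough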;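 note: 100% uses oxytocin at 75 nM as the full agonist control; some results filed as inactive read as strong as hits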
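Assay system: CHO-OTR cells, human receptor / Also added: oxytocin at about EC15, sub-maximal agonist stimulus / Dosing: single dose, 3.0 µM nominal final compound concentration / Incubation: 6 min pre-incubation, 100 s read / Technique: Fluo-8 calcium dye fluorescence / Read-out: % activation vs EC15 and EC100 oxytocin / Benchmarks: EC15 oxytocin low, 75 nM oxytocin high / Replicates: singlicate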
Numbers without * were called inactive; . = no result given.

SMILES	OXTR ag	TAAR1 antagonist	CHO parental Ca	CHRM1 antagonist	CHRM1 agonist	CHRM1 PAM	TAAR1 ag	V1R ag counter	OXTR potentiator
CCCCc1ccc(NC(=S)N2CCN(c3ccccn3)CC2)cc1	-0.3	4	-13	-6	-6	-2	7	1.4	-15
O=C(Oc1ccc(Cl)cc1)c1ccc(COC(=O)c2cnccn2)cc1	11	.	5	-14	-2	5	.	5.7	-7
CCOC(=O)C1(CCCc2ccccc2)CCN(C(=O)C2CCCN(C(N)=O)C2)CC1 (configuration not stated)	1.4	9	-1	5	-6	-5	4	2.3	-15
O=C(c1ccccc1)N1CCN(S(=O)(=O)N2CCCCCC2)CC1	0.0	-6	-6	-4	-6	2	0	0.7	-7
O=C(CC1C(=O)NCCN1Cc1ccc(F)cc1)NCCN1CCCc2ccccc21 (configuration not stated)	-0.1	-13	-19	-1	-10	3	10	-0.7	-8
c1ccc(OCc2nn3c(C4CCCCC4)nnc3s2)cc1	-0.3	-8	-20	-1	11	14	3	0.0	-4
COc1ccc(N(Cc2cc3ccccc3[nH]c2=O)S(=O)(=O)c2ccccc2)cc1	-2.2	33	-28	14	-2	-5	3	-0.2	-22
NC(N)=Nc1nc2ccccc2o1	-0.3	-25	-7	-12	-1	8	3	-0.1	-5
Cc1ccc(-n2nc(C)c3c(C)c(CCC(=O)O)c(C)nc32)cc1	1.1	-3	-3	1	-6	2	0	1.6	-19
Cc1ccc(S(=O)(=O)/N=C(\c2ccc(Cl)cc2)N2CCOCC2)cc1	0.4	0	-9	0	-4	0	-1	-0.5	-8
Cn1c(CSCc2ccc(Cl)cc2Cl)n[nH]c1=S	1.1	5	-2	2	-3	3	4	1.5	-9
Cc1ccc(NS(=O)(=O)c2cccc(C(=O)NN3CCOCC3)c2)cc1	1.3	13	-13	.	.	.	-1	0.6	-9
CCOc1ccc(N2C(=O)CC(Sc3nnnn3-c3ccccc3)C2=O)cc1 (configuration not stated)	.	5	.	-17	-6	12	0	.	.
Cc1ccc[n+](-c2nc3ccccc3nc2[N-]S(=O)(=O)c2ccccc2)c1	1.0	-12	1	-2	-3	2	0	0.5	0
O=C(c1cc(F)c(F)cc1Cl)N1CCCc2ccccc21	-2.9	-9	-17	-6	-8	0	8	-2.0	-19
CC(=O)c1c(C)[nH]c(C(=O)Nc2ccc(S(=O)(=O)N(C)C)cc2)c1C	1.1	-14	-12	4	-5	-2	4	2.9	-2
COC(=O)c1sc2ccccc2c1-n1cccc1C(=O)C(=O)Nc1ccc(F)cc1	-1.1	14	-16	-4	-4	-5	2	0.2	-4
CC(=O)c1cccc(NC(=O)N2CCCC(C(=O)c3cc(F)ccc3F)C2)c1 (configuration not stated)	1.2	9	-14	-3	-7	1	2	0.3	3
CCN1C/C(=N\S(=O)(=O)/N=C2\CN(CC)C(=O)N2CC)N(CC)C1=O	0.0	-24	-8	5	-3	-1	-3	1.0	0
Cc1cc(C)cc(N(CCC(=O)O)S(=O)(=O)c2ccc(Cl)cc2)c1	0.9	-7	-6	-11	-10	10	1	-0.3	-7

Exported as labelled records: part of the list above.
CCOc1ccc(N2C(=O)CC(Sc3nnnn3-c3ccccc3)C2=O)cc1 (configuration not stated)
  OXTR ag = .
  TAAR1 antagonist = 5
  CHO parental Ca = .
  CHRM1 antagonist = -17
  CHRM1 agonist = -6
  CHRM1 PAM = 12
  TAAR1 ag = 0
  V1R ag counter = .
  OXTR potentiator = .

Cc1ccc[n+](-c2nc3ccccc3nc2[N-]S(=O)(=O)c2ccccc2)c1
  OXTR ag = 1.0
  TAAR1 antagonist = -12
  CHO parental Ca = 1
  CHRM1 antagonist = -2
  CHRM1 agonist = -3
  CHRM1 PAM = 2
  TAAR1 ag = 0
  V1R ag counter = 0.5
  OXTR potentiator = 0

(further entries)
SMILES	OXTR ag	TAAR1 antagonist	CHO parental Ca	CHRM1 antagonist	CHRM1 agonist	CHRM1 PAM	TAAR1 ag	V1R ag counter	OXTR potentiator
COc1ccc(/C=N/NC(=O)CCSc2nc3ccccc3s2)cc1	2.6	28	-17	-1	-7	3	5	2.6	-10
CCOC(=O)c1oc2ccccc2c1COC(=O)CNC(=O)c1ccco1	-1.0	-7	-19	-9	-5	6	2	-1.4	-3
O=C(COC(=O)CCSc1ccccc1)NCc1ccccc1	-1.3	-10	1	6	-2	1	10	-0.3	-11
O=C(Nc1cccn(Cc2ccccc2Cl)c1=O)NC1CCCCC1	-0.5	-7	-1	27	-5	-1	21	2.1	-6
O=CN1CCCN(C(=O)CC2C(=O)NCCN2Cc2cccc(Oc3ccccc3)c2)CC1 (configuration not stated)	0.6	2	-15	7	-4	-1	-1	0.8	-6
COc1ccccc1/C=N/NC(=O)c1ccc(-c2ccccc2)cc1	-1.4	29	-11	-5	-6	4	2	0.1	-3
Cc1ccc(NC(=O)C2CCCN(c3ncnc4c3nc3n4CCCCC3)C2)cc1Cl (configuration not stated)	-2.3	-32	-25	-10	-9	-1	10	0.5	-22
CCOC(=O)C1CCCN(C(=O)c2cc3cc4ccc(OC)cc4nc3o2)C1 (configuration not stated)	-1.4	.	-13	-16	-2	13	.	1.3	-8
COc1ccc(-c2cnc3c(NC=O)cc(-c4ccc(C(=O)N5CCOCC5)cc4)cn23)cc1OC	.	-69	.	-3	-4	4	-1	.	.
COc1ccc(C2=NNC(=Nc3cc(S(=O)(=O)N(C)C)ccc3C)SC2)c(OC)c1	-0.5	-3	-10	-10	-3	5	4	-0.1	-5
COC(=O)c1cc(OC)c(OC)cc1NC(=O)Nc1ccccc1OC	-0.9	16	4	-5	-7	-3	10	-0.7	8
Cc1c(N=C2SCC(=O)N2/N=C/c2ccccc2)c(=O)n(-c2ccccc2)n1C	-1.6	10	1	3	-7	0	-1	-0.7	-2
CN(C)CCOC(C1CCCCC1)C1CCCCC1	2.0	-13	-9	49*	-5	-20	26	0.8	-5
O=C(NC1=NCCS1)c1ccccc1Cl	-0.6	9	1	1	-4	0	-1	0.0	-3
CC12CCC(=O)N1C(C(=O)NCCN1C(=O)S/C(=C\c3ccccc3Cl)C1=O)CS2 (configuration not stated)	5.4	3	-41	-15	-1	5	14	5.8	-10
c1ccc(-c2nnc(N3CCN(c4ccccc4)CC3)nc2-c2ccccc2)cc1	-1.0	-13	-10	-17	-2	14	0	0.7	-8
Cc1ccccc1NC(=O)CC1SC(=O)N(c2ccccc2)C1=O (configuration not stated)	-0.5	-7	-22	-16	-1	1	50*	0.8	-12
CC1CCN(CCn2c(=S)[nH]c3ccccc3c2=O)CC1	0.1	45	-8	-17	-7	10	0	-0.3	1
Cc1c(C(=O)Nc2cc(S(=O)(=O)N3CCOCC3)ccc2N2CCN(C)CC2)oc2ccccc12	1.8	-11	-29	2	2	-1	4	0.0	-4
Cc1nnc(SCC(=O)N(C)C2CCCCC2)s1	0.4	9	-7	-8	-6	2	6	0.2	8
N#Cc1c(-c2ccccc2)cc(C2CC2)nc1SCC(=O)O	-0.4	8	-7	13	-5	-8	-1	0.3	-5
O=S1(=O)C[C@@H](O)[C@@H](Nc2ccc(Cl)cc2)C1	0.1	-1	6	-3	-4	3	7	-1.0	-14
C#CCSc1nc2sc3c(c2c(=O)n1C)CCC3	-1.2	-27	-6	8	-1	-5	0	-1.1	-9
CCCc1n(CC(O)COCc2ccccc2)c2ccccc2[n+]1C (configuration not stated)	-1.4	-12	-8	-6	-6	4	2	-0.2	-6
CC1(C)N=C(SCC(=O)Nc2ccc(Cl)cc2Cl)C(c2ccccc2)=N1	-1.5	13	-23	-4	-3	0	6	0.2	-7
O=C(CSc1nc(-c2ccccc2)cc(C(F)(F)F)n1)NCc1ccco1	-2.5	9	-20	-47	-5	9	9	-1.0	-7
CCC(=O)N(Cc1cc2ccccc2[nH]c1=O)c1ccccc1OC	0.1	-20	-13	-8	-1	6	5	0.0	-13
CC(C)c1ccc2[nH]c3nc(SCC(=O)NC4CC4)nnc3c2c1	0.0	13	-6	-6	-3	7	1	0.0	-6
Cc1cc(Nc2ccccc2)nc2cc(O)ccc12	-1.7	-7	-5	-3	-4	1	8	-1.6	-2
Cc1cc(C(=O)NCC(=O)OCC(=O)Nc2ccc(OC(F)F)cc2)ccc1[N+](=O)[O-]	2.3	8	-16	4	-3	-3	4	4.5	-8
COc1ccc(Cl)c(-c2cc(C(=O)NC(C)C)[nH]n2)c1	.	10	.	-11	-3	6	-1	.	.
CN(C)CCCN(C(=O)c1cccs1)c1nc(-c2ccccc2)cs1	5.4	4	-11	41*	19*	-12	12	3.2	-7
CCOC(=O)C1=CCN(S(=O)(=O)c2ccc(Br)cc2)C1c1ccc(C)cc1 (configuration not stated)	.	-16	.	5	2	3	0	.	.
Cc1[nH]nc(-c2ccc(OCc3cnn(-c4ccccc4)c3)c(C)c2O)c1Oc1ccccc1	0.5	-2	-18	-6	-3	5	2	-0.4	-5
Cc1ccc(NC(=O)COn2nnc3ccc(S(=O)(=O)N(C)C)cc32)cc1F	7.9	-19	-3	4	1	-4	2	6.0	-18

Filtered by structure, those above with an NH in an aromatic ring (8)
SMILES	OXTR ag	TAAR1 antagonist	CHO parental Ca	CHRM1 antagonist	CHRM1 agonist	CHRM1 PAM	TAAR1 ag	V1R ag counter	OXTR potentiator
COc1ccc(N(Cc2cc3ccccc3[nH]c2=O)S(=O)(=O)c2ccccc2)cc1	-2.2	33	-28	14	-2	-5	3	-0.2	-22
Cn1c(CSCc2ccc(Cl)cc2Cl)n[nH]c1=S	1.1	5	-2	2	-3	3	4	1.5	-9
CC(=O)c1c(C)[nH]c(C(=O)Nc2ccc(S(=O)(=O)N(C)C)cc2)c1C	1.1	-14	-12	4	-5	-2	4	2.9	-2
CC1CCN(CCn2c(=S)[nH]c3ccccc3c2=O)CC1	0.1	45	-8	-17	-7	10	0	-0.3	1
CCC(=O)N(Cc1cc2ccccc2[nH]c1=O)c1ccccc1OC	0.1	-20	-13	-8	-1	6	5	0.0	-13
CC(C)c1ccc2[nH]c3nc(SCC(=O)NC4CC4)nnc3c2c1	0.0	13	-6	-6	-3	7	1	0.0	-6
COc1ccc(Cl)c(-c2cc(C(=O)NC(C)C)[nH]n2)c1	.	10	.	-11	-3	6	-1	.	.
Cc1[nH]nc(-c2ccc(OCc3cnn(-c4ccccc4)c3)c(C)c2O)c1Oc1ccccc1	0.5	-2	-18	-6	-3	5	2	-0.4	-5
